TcdB GH inh = blocks C. difficile toxin B glycohydrolase activity; hit rate 0.24% among 350,000; TcdB glycohydrolase enzymatic assay, plate reader; P18177; inhibition, % at 9.99 µM; in the data active = inhibition above about 10%
Target sequence (P18177 whole entry, looked up): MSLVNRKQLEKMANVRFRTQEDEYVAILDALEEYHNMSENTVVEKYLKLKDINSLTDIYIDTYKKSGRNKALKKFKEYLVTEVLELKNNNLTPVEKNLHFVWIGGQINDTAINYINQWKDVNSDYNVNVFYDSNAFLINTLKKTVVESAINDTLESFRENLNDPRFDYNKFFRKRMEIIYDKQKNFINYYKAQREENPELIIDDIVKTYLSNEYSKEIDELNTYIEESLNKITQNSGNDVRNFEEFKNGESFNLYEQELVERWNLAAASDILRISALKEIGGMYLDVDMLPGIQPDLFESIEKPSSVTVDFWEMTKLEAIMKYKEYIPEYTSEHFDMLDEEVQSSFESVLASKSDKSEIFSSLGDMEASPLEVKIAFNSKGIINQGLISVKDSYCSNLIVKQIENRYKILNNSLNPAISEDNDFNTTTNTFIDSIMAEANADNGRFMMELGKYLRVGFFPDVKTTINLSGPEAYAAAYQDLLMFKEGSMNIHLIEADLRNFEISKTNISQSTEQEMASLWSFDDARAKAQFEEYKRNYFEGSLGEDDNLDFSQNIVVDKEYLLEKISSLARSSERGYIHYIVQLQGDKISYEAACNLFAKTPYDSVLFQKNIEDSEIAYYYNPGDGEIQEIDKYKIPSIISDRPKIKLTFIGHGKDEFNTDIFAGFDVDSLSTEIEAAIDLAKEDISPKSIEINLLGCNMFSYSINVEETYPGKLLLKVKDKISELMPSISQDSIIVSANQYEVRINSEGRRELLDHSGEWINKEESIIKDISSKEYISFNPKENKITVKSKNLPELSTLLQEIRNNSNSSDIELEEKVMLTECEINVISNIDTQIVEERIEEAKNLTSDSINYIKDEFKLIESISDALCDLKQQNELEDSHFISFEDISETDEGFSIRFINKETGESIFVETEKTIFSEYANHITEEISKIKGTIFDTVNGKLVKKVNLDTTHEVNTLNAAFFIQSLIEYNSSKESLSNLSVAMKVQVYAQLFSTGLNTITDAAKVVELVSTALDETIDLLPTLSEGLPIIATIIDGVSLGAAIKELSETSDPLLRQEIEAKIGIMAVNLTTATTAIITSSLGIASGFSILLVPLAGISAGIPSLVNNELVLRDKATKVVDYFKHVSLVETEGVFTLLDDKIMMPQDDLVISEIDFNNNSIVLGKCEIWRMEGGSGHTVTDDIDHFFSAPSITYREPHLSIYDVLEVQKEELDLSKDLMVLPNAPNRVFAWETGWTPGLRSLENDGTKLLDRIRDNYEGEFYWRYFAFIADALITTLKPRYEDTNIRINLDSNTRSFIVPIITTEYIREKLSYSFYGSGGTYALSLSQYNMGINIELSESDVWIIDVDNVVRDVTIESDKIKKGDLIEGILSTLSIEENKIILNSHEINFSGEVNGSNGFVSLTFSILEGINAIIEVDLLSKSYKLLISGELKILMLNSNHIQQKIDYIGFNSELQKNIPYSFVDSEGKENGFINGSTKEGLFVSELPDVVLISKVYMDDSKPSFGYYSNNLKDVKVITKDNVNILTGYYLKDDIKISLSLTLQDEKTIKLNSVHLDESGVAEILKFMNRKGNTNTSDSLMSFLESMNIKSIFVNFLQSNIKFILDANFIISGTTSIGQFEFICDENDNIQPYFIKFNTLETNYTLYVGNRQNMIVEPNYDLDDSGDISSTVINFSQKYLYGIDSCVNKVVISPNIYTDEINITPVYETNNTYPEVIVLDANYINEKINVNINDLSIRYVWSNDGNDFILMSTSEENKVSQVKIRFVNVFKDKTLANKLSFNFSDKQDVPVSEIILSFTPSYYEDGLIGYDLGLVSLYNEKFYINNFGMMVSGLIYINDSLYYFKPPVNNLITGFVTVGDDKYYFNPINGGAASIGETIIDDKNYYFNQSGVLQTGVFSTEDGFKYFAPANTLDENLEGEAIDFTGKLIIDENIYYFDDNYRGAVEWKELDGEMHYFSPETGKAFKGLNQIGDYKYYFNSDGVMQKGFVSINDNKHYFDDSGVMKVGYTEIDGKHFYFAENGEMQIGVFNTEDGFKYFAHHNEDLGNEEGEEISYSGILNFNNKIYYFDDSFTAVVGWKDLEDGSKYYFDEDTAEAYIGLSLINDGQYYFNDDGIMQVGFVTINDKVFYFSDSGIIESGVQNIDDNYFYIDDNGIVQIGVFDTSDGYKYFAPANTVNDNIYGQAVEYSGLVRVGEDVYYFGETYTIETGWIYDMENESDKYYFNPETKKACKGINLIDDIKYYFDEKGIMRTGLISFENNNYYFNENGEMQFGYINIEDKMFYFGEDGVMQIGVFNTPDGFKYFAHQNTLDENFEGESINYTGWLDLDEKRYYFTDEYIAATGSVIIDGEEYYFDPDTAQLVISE
Starred values were filed as active, the others as inactive; & = joins results of further samples.

SMILES	TcdB GH inh
COc1ccc(-c2cnc3c(c2)C(=O)N([C@@H](C)CO)C[C@@H](C)[C@H](CN(C)S(C)(=O)=O)O3)cc1	-0.4
CO[C@H](CN(C)C(=O)c1ccccc1F)[C@H](C)CN([C@@H](C)CO)S(=O)(=O)c1ccc(C)cc1	-1.0
CC(C)CC#Cc1ccc2c(c1)O[C@H](CN(C)Cc1ccccn1)[C@@H](C)CN([C@@H](C)CO)S2(=O)=O	1.0
CO[C@@H]1CN(C)C(=O)c2cc(NC(C)=O)ccc2OC[C@@H](C)N(S(=O)(=O)c2cn(C)cn2)C[C@@H]1C	0.1
CC(C)(O)C#Cc1ccc([C@H]2[C@@H](CO)N3CCCCN(S(C)(=O)=O)C[C@@H]23)cc1	-0.1
COc1ccc(S(=O)(=O)Nc2ccc3c(c2)C(=O)N([C@H](C)CO)C[C@@H](C)[C@@H](CN(C)C(=O)CCCN(C)C)OCCCC[C@@H](C)O3)cc1	-1.1
COc1ccc(CN(C)C[C@H]2Oc3ccc(NC(=O)CCN4CCOCC4)cc3C(=O)N([C@H](C)CO)C[C@@H]2C)cc1	0.4
C[C@H](CO)N1C[C@H](C)[C@H](CN(C)S(C)(=O)=O)Oc2ccc(NC(=O)Nc3ccccc3)cc2C1=O	-0.8
CN1CCN(C(=O)C[C@@H]2CC[C@H](NC(=O)Nc3ccccc3F)[C@@H](CO)O2)CC1	-0.9
C[C@H]1CN([C@@H](C)CO)C(=O)c2cccc(NC(=O)Nc3ccc4c(c3)OCO4)c2O[C@H]1CN(C)Cc1ccc(-c2ccccc2)cc1	-1.6
C[C@H](NC(=O)[C@H]1N[C@H]2c3ccc(-c4ccc(C(=O)N(C)C)cc4)c(=O)n3C[C@H]2[C@@H]1CO)c1ccccc1	-0.3
N#C[C@@H]1[C@@H](c2ccc(C3=CCCCC3)cc2)[C@H](CO)N1C(=O)c1ccccn1	-0.9
COc1ccc(CN(C)C[C@@H]2OCCCC[C@@H](C)Oc3ccc(NC(=O)Nc4c(C)noc4C)cc3C(=O)N([C@@H](C)CO)C[C@H]2C)cc1	-0.3
COc1cccc(C(=O)Nc2ccc3c(c2)C(=O)N(C)[C@@H]2CC[C@H](CC(=O)NCC4CC4)O[C@@H]2CO3)c1	10.0
CCC(=O)Nc1ccc2c(c1)OC[C@@H](C)N(C(=O)Cc1cccnc1)C[C@H](C)[C@@H](OC)CN(C)C2=O	0.5
CCCN(C)C[C@@H]1OCCCC[C@@H](C)Oc2ccc(NC(=O)Nc3ccc(F)cc3)cc2C(=O)N([C@H](C)CO)C[C@@H]1C	-2.1
CN1C(=O)c2cc(NC(=O)c3ccccc3)ccc2OC[C@H]2O[C@H](CC(=O)O)CC[C@H]21	-1.3
O=C(CC1CC1)N1CC2(C1)[C@H](c1ccccc1)[C@H](CO)N2CC1CCOCC1	-8.7
COc1ccc(NC(=O)N2CC(=O)N3[C@H](C2)[C@H](c2ccc(C#CCC4CCCC4)cc2)[C@@H]3CO)cc1	1.3
Cc1cc(C(=O)Nc2cccc3c2O[C@H](CN(C)CC2CCCCC2)[C@@H](C)CN([C@@H](C)CO)C3=O)n(C)n1	0.8
COCC(=O)N(C)C[C@H]1Oc2ncc(C#Cc3cccnc3)cc2C(=O)N([C@H](C)CO)C[C@@H]1C	-2.3
Cc1noc(C)c1S(=O)(=O)Nc1ccc2c(c1)CC(=O)N([C@@H](C)CO)C[C@H](C)[C@@H](CN(C)C(=O)Nc1cccc3ccccc13)O2	0.5
CO[C@@H]1CN(C)C(=O)c2cc(NS(C)(=O)=O)ccc2OC[C@H](C)N(Cc2ccccc2)C[C@H]1C	-1.2
COc1ccccc1CNC(=O)C[C@@H]1CC[C@@H]2[C@H](COC[C@H](O)CN2C(=O)Nc2ccccc2)O1	-0.1
CC(C)NC(=O)N(C)C[C@@H]1Oc2c(NC(=O)NC3CCCCC3)cccc2C(=O)N([C@@H](C)CO)C[C@@H]1C	3.0

Later entries:
SMILES	TcdB GH inh
COCC(=O)Nc1ccc2c(c1)OC[C@@H](C)N(C(=O)c1ccccc1F)C[C@@H](C)[C@@H](OC)CN(C)C2=O	0.3
CCC(=O)N1CC(=O)N2[C@H](CO)[C@H](c3ccc(C#CCc4ccccc4)cc3)[C@@H]2C1	-0.5
COc1ccccc1NC(=O)N1C[C@@H](O)COC[C@H]2O[C@H](CC(=O)NCc3ccccc3)CC[C@@H]21	1.6
O=C(C[C@@H]1CC[C@@H]2[C@H](COC[C@@H](O)CN2C(=O)c2ccncc2)O1)NC1CCC1	-0.6
O=C(C[C@@H]1CC[C@H](NC(=O)c2ccccc2)[C@@H](CO)O1)NCCc1ccncc1	-0.2
COc1cccc(C#Cc2ccc3c(c2)O[C@H](CN(C)C(=O)CN2CCOCC2)[C@@H](C)CN([C@@H](C)CO)S3(=O)=O)c1	2.8
C[C@H]1CN([C@@H](C)CO)C(=O)c2cc(NC(=O)C3CC3)ccc2O[C@H]1CN(C)Cc1ccc(Cl)c(Cl)c1	0.4
C[C@H](CO)N1C[C@H](C)[C@H](CN(C)Cc2ccc3c(c2)OCO3)Oc2ccc(NC(=O)NC3CCCCC3)cc2C1=O	2.2
Cc1ccc(S(=O)(=O)Nc2ccc3c(c2)C(=O)N([C@H](C)CO)C[C@H](C)[C@@H](CN(C)Cc2ccc(C(=O)O)cc2)OCCCC[C@@H](C)O3)cc1	0.8
COc1ccc(CN(C)C[C@@H]2OCCCC[C@H](C)Oc3ccc(NS(=O)(=O)c4ccc(F)cc4)cc3C(=O)N([C@@H](C)CO)C[C@@H]2C)cc1	1.1
Cc1noc(C)c1S(=O)(=O)Nc1ccc2c(c1)C(=O)N([C@@H](C)CO)C[C@H](C)[C@@H](CN(C)C(=O)NC1CCCCC1)O2	-2.4
CO[C@@H]1CN(C)C(=O)c2cc(NC(=O)c3ccccc3F)ccc2OC[C@H](C)N(C)C[C@H]1C	0.4
C[C@H](CO)N1C[C@H](C)[C@@H](CN(C)CC2CCCCC2)Oc2ccc(NC(=O)Nc3ccc(F)cc3)cc2CC1=O	0.1
CCc1cnc(N2[C@H](CO)[C@@H](c3ccc(C4=CCCCC4)cc3)[C@@H]2C#N)s1	0.0
Cc1ccc(S(=O)(=O)Nc2ccc3c(c2)C(=O)N([C@H](C)CO)C[C@@H](C)[C@@H](CN(C)S(=O)(=O)c2cccs2)O3)cc1	1.1
COCC(=O)Nc1ccc2c(c1)C(=O)N(C)[C@@H]1CC[C@@H](CC(=O)NCc3ccccc3F)O[C@H]1CO2	-2.2
C[C@@H]1CN([C@H](C)CO)C(=O)c2cc(C#CC3(O)CCCC3)cnc2O[C@@H]1CN(C)Cc1cccnc1	0.1
C[C@H]1CN([C@@H](C)CO)C(=O)c2cc(C#CCN(C)C)cnc2O[C@@H]1CN(C)Cc1ccc(F)cc1	-1.1
CO[C@H](CN(C)C(=O)Nc1ccc(C(F)(F)F)cc1)[C@@H](C)CN(Cc1ccccc1Cl)[C@@H](C)CO	0.9
Cc1noc(C)c1NC(=O)N[C@H]1C=C[C@H](CC(=O)N2CCN(C)CC2)O[C@@H]1CO	1.2
C[C@H]1CN([C@@H](C)CO)C(=O)Cc2cc(NC(=O)C3CCCCC3)ccc2O[C@@H]1CN(C)Cc1ccncc1	-0.5
C[C@@H](NC(=O)C[C@@H]1CC[C@H](NC(=O)C2CC2)[C@H](CO)O1)c1ccccc1	0.1
CCCNC(=O)[C@H]1[C@H](CO)[C@H]2Cn3c(ccc(C4=CCCC4)c3=O)[C@@H]1N2C(=O)CC	-0.6
CC(C)NC(=O)N[C@H]1CC[C@@H](CCNC(=O)C2CCCC2)O[C@H]1CO	-1.4
C[C@@H]1CN([C@H](C)CO)C(=O)c2cccc(NC(=O)C3CCCCC3)c2O[C@@H]1CN(C)C(=O)Nc1ccccc1	0.3

The list continues.
SMILES	TcdB GH inh
C[C@H](CO)N1C[C@H](C)[C@H](CN(C)Cc2ccccc2)OCCCC[C@H](C)Oc2ccc(NC(=O)CCCN(C)C)cc2C1=O	-0.7
CC(=O)N(C[C@@H]1N[C@@H](CO)[C@H]1c1ccc(-c2ccccc2)cc1)C(C)C	-0.3
C[C@@H]1CN([C@H](C)CO)S(=O)(=O)c2ccc(C#CC3CCCC3)cc2O[C@H]1CN(C)C	-8.8
CC(C)CC#Cc1ccc2c(c1)O[C@@H](CN(C)Cc1ccncc1)[C@@H](C)CN([C@H](C)CO)S2(=O)=O	-0.2
COc1ccccc1C#Cc1cnc2c(c1)C(=O)N([C@H](C)CO)C[C@H](C)[C@H](CN(C)C(=O)c1ccc3c(c1)OCO3)O2	0.5
C[C@@H]1CN([C@H](C)CO)C(=O)c2cc(NC(=O)CCCN(C)C)ccc2O[C@H]1CN(C)S(C)(=O)=O	-5.2
C/C=C/c1ccc(C2[C@@H]3CN(C(=O)Nc4ccc(F)cc4)C[C@H]2N3)cc1 (stereo partly specified)	0.1&-0.2
Cc1ccc(S(=O)(=O)Nc2ccc3c(c2)C(=O)N([C@@H](C)CO)C[C@H](C)[C@@H](CN(C)C(=O)CCC(F)(F)F)OCCCC[C@H](C)O3)cc1	0.6
O=C(c1ccccn1)N1CC2(C1)[C@@H](c1ccccc1)[C@@H](CO)N2C(=O)C1CC1	0.7
CN(C)C(=O)c1ccc(-c2ccc([C@@H]3[C@@H](CO)N4CCCCN(CC5CC5)C[C@H]34)cc2)cc1	-0.8
CN(C)CC(=O)N[C@H]1CC[C@H](CCNC(=O)C2CCCC2)O[C@@H]1CO	-0.4
CN(C)C(=O)[C@H]1[C@H](CO)[C@H]2Cn3c(ccc(-c4cncnc4)c3=O)[C@H]2N1Cc1ccccc1F	-0.1
CCC(=O)N(C)C[C@H]1Oc2cc(C#C[C@@H](C)O)ccc2S(=O)(=O)N([C@@H](C)CO)C[C@H]1C	1.0
CN1c2ccc(C3=CCCCC3)cc2[C@H]2[C@H](CCN2C(=O)C2CCCC2)[C@@H]1CO	0.0
C[C@H](CO)N1C[C@H](C)[C@@H](CN(C)C(=O)Nc2ccc3c(c2)OCO3)OCCCC[C@H](C)Oc2ccc(NC(=O)c3ccccc3)cc2C1=O	-2.0
C[C@H]1CN([C@@H](C)CO)C(=O)Cc2cc(NC(=O)c3ccncc3)ccc2O[C@H]1CN(C)S(=O)(=O)c1ccccc1	-1.6
C[C@H]1CN([C@@H](C)CO)C(=O)Cc2cc(NC(=O)Cn3cnnn3)ccc2O[C@@H]1CN(C)CC1CC1	-0.1
C[C@@H](O)C#Cc1ccc2c(c1)O[C@H](CN(C)C)[C@@H](C)CN([C@@H](C)CO)S2(=O)=O	-0.4
O=C(C[C@@H]1C[C@H]2c3cc(NC(=O)c4cccnc4)ccc3O[C@H]2[C@H](CO)O1)NCc1ccccc1	-0.5
CN(C)C(=O)C[C@@H]1CC[C@@H](NC(=O)C2CCC2)[C@H](CO)O1	-2.1
COc1ccc(NC(=O)Nc2cccc3c2O[C@@H](CN(C)C(=O)Nc2ccc4c(c2)OCO4)[C@H](C)CN([C@@H](C)CO)C3=O)cc1	-0.3
C[C@H]1CN([C@@H](C)CO)C(=O)Cc2cc(NC(=O)C3CCCCC3)ccc2O[C@@H]1CN(C)S(=O)(=O)c1ccc(Cl)cc1	-8.7
O=C(C[C@H]1C=C[C@H](NS(=O)(=O)c2cccc(F)c2)[C@H](CO)O1)NCc1ccc2c(c1)OCO2	-2.0
CS(=O)(=O)N1[C@H](CO)[C@@H](c2ccccc2)[C@@H]1C#N	0.1
C[C@@H]1CN([C@@H](C)CO)C(=O)c2cc(C#CCN(C)C)cnc2O[C@H]1CN(C)C(=O)Cc1cccnc1	-0.2

(further entries)
SMILES	TcdB GH inh
COc1ccc2c3c(n(C)c2c1)[C@H](CO)N(C(=O)C1CCCC1)CC31CCN(C(=O)c2ccncc2)CC1	0.4
CC(C)C#Cc1ccc2c(c1)O[C@@H](CN(C)S(C)(=O)=O)[C@H](C)CN([C@@H](C)CO)S2(=O)=O	1.6
CCNC(=O)[C@H]1[C@H](CO)[C@H]2Cn3c(ccc(C4=CCCC4)c3=O)[C@@H]1N2C(=O)C1CC1	-0.1
O=C(C[C@H]1CC[C@H](NC(=O)C2CC2)[C@H](CO)O1)NCC1CC1	-0.1
CCCC#Cc1ccc([C@H]2[C@@H](CO)N(S(C)(=O)=O)[C@H]2C#N)cc1	1.4
Cc1noc(C)c1S(=O)(=O)N(C)C[C@@H]1Oc2ccc(N(C)C)cc2CC(=O)N([C@@H](C)CO)C[C@@H]1C	-0.7
Cc1ccc(-c2ccccc2[C@H]2[C@@H](C#N)N(c3ncc(-c4ccccc4)s3)[C@@H]2CO)cc1	-1.2
O=C(Nc1cccc(Cl)c1)N[C@H]1CC[C@@H](CCNC(=O)C2CCCC2)O[C@@H]1CO	0.7

Screens deposited in PubChem BioAssay by Broad Institute.

Only part of the results is shown; count on the stated rates, not on these rows.
